High-throughput results from PubChem.
M5 PAM – human M5 muscarinic receptor positive allosteric modulators, primary screen, CHO-K1 cells, Fluo-8 calcium fluorescence | CHO-K1 hM5, ACh EC20 PAM; 0% = ACh EC20, 100% = ACh EC100 | activation, % at 3 µM | actives 0.3% (n = 360,000);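 active = activation above the run cutoff, the mean activation of all test compounds plus 3 SD, cut at about 18% in these data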
Target sequence (P08912 whole entry, looked up): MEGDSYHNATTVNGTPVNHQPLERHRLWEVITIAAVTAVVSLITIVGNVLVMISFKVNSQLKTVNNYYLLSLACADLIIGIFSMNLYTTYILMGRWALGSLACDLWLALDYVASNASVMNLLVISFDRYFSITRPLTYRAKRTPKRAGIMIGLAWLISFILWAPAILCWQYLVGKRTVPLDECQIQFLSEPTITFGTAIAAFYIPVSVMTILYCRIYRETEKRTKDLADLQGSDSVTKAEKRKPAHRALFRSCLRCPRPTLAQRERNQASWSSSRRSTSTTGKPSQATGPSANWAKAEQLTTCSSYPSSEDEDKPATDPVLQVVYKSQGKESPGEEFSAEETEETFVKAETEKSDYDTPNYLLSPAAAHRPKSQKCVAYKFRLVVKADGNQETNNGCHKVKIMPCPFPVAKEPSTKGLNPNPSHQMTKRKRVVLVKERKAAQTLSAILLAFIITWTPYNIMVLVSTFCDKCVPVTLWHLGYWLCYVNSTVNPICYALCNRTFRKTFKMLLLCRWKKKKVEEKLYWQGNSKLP
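Test system: CHO-K1 hM5 cells / Doses: single-point, 3 µM nominal / Times: Post-acetylcholine fluorescence recording 140 s / Technique: Fluo-8 calcium fluorescence / Measure: Max/basal fluorescence ratio as % of EC20–EC100 ACh window / Benchmarks: low control EC20 acetylcholine (0%), high control EC100 acetylcholine (100%) / Replicates: one well per compound, no replicates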
CHRM5 agonist – human M5 muscarinic receptor agonists, primary screen, CHO-K1 cells, Fluo-8 calcium fluorescence | Muscarinic acetylcholine receptor M5 (Homo sapiens), P08912 | CHO-K1 hM5 cells; 0% DMSO wells, 100% maximal acetylcholine response | activation, % at 3 µM | actives 0.19% (n = 360,000);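 active = activation above the run's mean over test compounds plus 3 SD, cut at about 23% in these data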;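 note: signal is peak over basal fluorescence ratio across the kinetic read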
M4 antag – human M4 muscarinic receptor antagonists, primary screen, CHO cells, Fluo-8 calcium fluorescence | Muscarinic acetylcholine receptor M4 (Homo sapiens), P08173 | inhibition, % at 3 µM | CHO-hM4 cells, ACh EC80 | actives 0.73% (n = 360,000) | AID 624125, 2012;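 active = inhibition above its plate's cutoff, the mean inhibition of sample wells plus 3 SD, cut at about 27% in these data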;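 note: 0% = acetylcholine EC80 with DMSO and 100% = DMSO without agonist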
Target sequence (P08173 whole entry, looked up): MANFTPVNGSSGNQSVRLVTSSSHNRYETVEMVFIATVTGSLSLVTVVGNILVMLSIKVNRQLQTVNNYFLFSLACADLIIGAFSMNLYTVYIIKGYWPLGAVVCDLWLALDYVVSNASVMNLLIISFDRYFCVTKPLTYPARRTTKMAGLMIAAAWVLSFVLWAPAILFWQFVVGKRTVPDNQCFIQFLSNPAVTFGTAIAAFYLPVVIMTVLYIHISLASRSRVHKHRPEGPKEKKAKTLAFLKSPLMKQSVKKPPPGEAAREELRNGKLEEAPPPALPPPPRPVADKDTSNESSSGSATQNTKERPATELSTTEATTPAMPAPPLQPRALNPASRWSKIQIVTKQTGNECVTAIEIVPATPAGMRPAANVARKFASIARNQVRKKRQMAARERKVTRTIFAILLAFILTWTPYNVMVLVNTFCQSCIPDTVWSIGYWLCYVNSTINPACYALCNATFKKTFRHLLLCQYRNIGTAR
M5 antag – human M5 muscarinic receptor antagonists, primary screen, CHO cells, Fluo-8 calcium fluorescence; Muscarinic acetylcholine receptor M5 (Homo sapiens), P08912; CHO-hM5 cells, ACh EC80; inhibition, % at 3 µM; actives 0.59% (n = 360,000); AID 624040, 2012;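 active = inhibition above a per-plate cutoff, the mean of that plate's test compounds plus 3 SD, cut at about 27% in these data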;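 note: 0% = acetylcholine EC80 with DMSO and 100% = DMSO without agonist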
CRFBP-R2 agonist – agonists of CRF-BP/CRF-R2 complex, primary screen, cell-based, HEK293, calcium dye fluorescence, uHTS. activation, % at 13.2 µM. calcium dye fluorescence (FLIPR); percent of saturating CRF peptide response. actives 0.46% (n = 350,000). CRF-binding protein / CRF receptor 2 complex (human). AID 588473, 2011;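 active = activation of at least 50%, plus an integration ratio under a set limit after plate pattern correction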;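 note: plate controls were neutral control wells without compound for no effect and CRF at EC100 for full effect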
CHRM1 PAM – human M1 muscarinic receptor positive allosteric modulators, primary screen, CHO-K1 cells, Fluo-8 calcium fluorescence, 1536-well; Muscarinic acetylcholine receptor M1 (Homo sapiens), P11229; CHO-K1 hM1, ACh EC20; 0% = ACh EC20, 100% = maximal ACh; activation, % at 3 µM; actives 0.088% (n = 360,000); AID 588819, 2011; in the data active = activation above about 19%, passing the limit was not always enough
M1 antag – human M1 muscarinic receptor antagonists, primary screen, CHO-K1 cells, Fluo-8 calcium fluorescence, 1536-well | CHO-K1 hM1, ACh EC80 antagonist | inhibition, % at 3 µM | actives 1.3% (n = 360,000) | AID 588852, 2011;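 active = percent inhibition above its own plate's cutoff, namely the mean of that plate's compound wells plus 3 SD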;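 note: peak over basal fluorescence ratio during 140 s after agonist addition; 0% = ACh EC80 plus DMSO and 100% = DMSO alone without agonist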
M4 PAM – human M4 muscarinic receptor positive allosteric modulators, primary screen, CHO-K1 cells, Fluo-8 calcium fluorescence; CHO-K1 hM4/Gqi5, ACh EC20; 0% = ACh EC20, 100% = maximal ACh; activation, % at 3 µM; actives 0.4% (n = 360,000);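 active = activation above its plate's cutoff, the mean activation of sample wells plus 3 SD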; note: some results filed as inactive read as strong as hits
CHRM4 agonist – human M4 muscarinic receptor agonists, primary screen, CHO-K1 cells, Fluo-8 calcium fluorescence | Muscarinic acetylcholine receptor M4 (Homo sapiens), P08173 | CHO-K1 hM4/Gqi5; vehicle 0%, full acetylcholine response 100% | activation, % at 3 µM | actives 0.14% (n = 360,000) | AID 624127, 2012;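 active = activation above the run mean over all test wells plus 3 SD, cut at about 32% in these data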;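 note: peak over basal fluorescence ratio per well then scaled between controls; 0% = DMSO wells and 100% = acetylcholine at EC100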
The depositor's hits bear a star; · = not tested or not shown.

smiles	M5 PAM	CHRM5 agonist	M4 antag	M5 antag	CRFBP-R2 agonist	CHRM1 PAM	M1 antag	M4 PAM	CHRM4 agonist
CC(=O)Nc1ccc(N=NN2CCOCC2)cc1	3	0	0	6	0.8	4	-9	4	2
Cc1cc(OCC(=O)c2ccc(Br)cc2)ccc1N1C(=O)CCC1=O	-3	-2	-2	-4	0.0	6	-8	0	1
O=C(CSc1nnc(CNC(=O)c2ccc(F)cc2)o1)NCc1ccc(F)cc1	4	-1	-5	3	-0.9	4	-2	-4	0
Cc1ccc(C(c2cc(Br)ccc2O)N2CCSCC2)cc1 (centres undefined)	0	-4	-9	11	3.0	-2	3	2	1
Cc1nn(C)c(C)c1C(C)NC(=O)c1ccc(OC2CCN(Cc3ccccn3)CC2)cc1 (centres undefined)	11	-6	8	5	3.7	-3	1	-7	1
CCSc1nc(C)c(CC)c(C)c1C(N)=O	-2	-6	5	3	-0.3	-4	6	6	0
Cc1ccc(C)c(NC(=O)CN(C)C(=O)c2ccccc2OCc2ccc(Cl)cc2)c1	2	-3	-7	0	-0.8	3	-18	5	3
COc1cc(C2CC(=O)c3cnc(NC(=O)COc4ccccc4)nc3C2)cc(OC)c1OC (centres undefined)	-12	-1	1	10	-0.2	-2	-8	1	1
CC(=O)Nc1ccc(-c2ccnc3c2CC(C)(C(=O)NCC2CC2)O3)cc1 (centres undefined)	-1	2	-2	9	·	4	-4	-2	0
O=C(NCc1ccc2c(c1)OCO2)c1cc(-c2ccccc2Cl)on1	1	-3	-10	-7	1.6	1	-21	1	0
CC(C)(C)OC(=O)NCCc1nnc(SCc2ccccc2Cl)o1	3	1	1	-9	-1.6	6	1	26	1
Cc1ccc(C(=O)Nc2cc(C(F)(F)F)ccc2-n2cncn2)o1	-3	-2	9	5	0.9	-7	17	6	3
Cc1ccc(CNC(=O)CN(C(=O)C2(C)CC(=O)N=C3C=CC=CN32)c2ccc(F)cc2)cc1 (centres undefined)	-1	-4	0	4	-1.0	5	-6	-7	0
Cc1cc(C(=O)CCl)c(C)n1-c1c(C)n(C)n(-c2ccccc2)c1=O	-4	-6	1	6	6.0	-28	23	2	1
COc1cccc(C(C)(O)c2nc(-c3cnn(C)c3)cs2)c1 (centres undefined)	3	2	-4	5	·	3	-5	0	2
Cn1c(CNC(=O)c2ccccc2)nnc1SCC(=O)Nc1nccs1	5	-3	-3	0	0.3	14	-5	8	1
O=C(CCN1C(=O)C2C3C=CC(C3)C2C1=O)NCCc1ccccc1Cl (centres undefined)	-1	-7	4	0	-3.8	0	-1	-4	0
CN(C)CCN1C(=O)C(=O)/C(=C(/O)c2ccc(S(=O)(=O)N3CCOCC3)cc2)C1c1ccc(Br)cc1 (centres undefined)	5	-1	8	3	0.6	11	-8	3	0
CN(Cc1ccccc1)S(=O)(=O)c1ccc(Cl)c(C(=O)NCCCN2CCOCC2)c1	5	0	0	0	-1.1	8	-14	4	2
CCOC(=O)c1cc(C#N)c(N2CCN(c3ccc(OC)cc3)CC2)[nH]c1=O	26*	11	-5	6	0.0	7	6	16	3

Part of the list above, showing only CRFBP-R2 agonist:
SMILES,CRFBP-R2 agonist
Cc1nn(C)c(C)c1C(C)NC(=O)c1ccc(OC2CCN(Cc3ccccn3)CC2)cc1 (centres undefined),3.7
Cc1ccc(C)c(NC(=O)CN(C)C(=O)c2ccccc2OCc2ccc(Cl)cc2)c1,-0.8

Other results follow:
smiles	M5 PAM	CHRM5 agonist	M4 antag	M5 antag	CRFBP-R2 agonist	CHRM1 PAM	M1 antag	M4 PAM	CHRM4 agonist
Cc1nn(CCOc2ccccc2Cl)c(C)c1[N+](=O)[O-]	-2	-3	10	13	-0.9	9	-14	3	0
Cc1cccc(N2CCN(C(=O)c3cccc(N4C(=O)C5CC=CC(C)C5C4=O)c3)CC2)c1C (centres undefined)	-14	1	13	7	-1.2	-4	12	-5	15
FC(F)(F)c1cc(Cl)c2nc(-c3ccccc3)c(Cc3ccsc3)n2c1	7	0	-4	-5	·	·	·	12	0
Cc1ccc(C(C)NC(=S)NC2CCCCC2)cc1C (centres undefined)	3	-6	23	-1	·	-4	3	-12	4
Cc1cc(-c2[nH]nc3c2C(c2ccsc2)C(C#N)=C(N)O3)c(C)s1 (centres undefined)	-3	-3	-4	2	1.0	7	-4	-1	0
CNS(=O)(=O)c1cccc(C(=O)OCC(=O)Nc2ccc3ccccc3c2)c1	-2	-1	6	17	-1.4	-2	1	-3	9
CNC(=O)c1ccccc1NC(=O)c1ccco1	2	0	4	-5	-0.9	4	2	3	0
COc1ccc(S(=O)(=O)N(C)CC(=O)NCCCn2ccnc2)cc1Cl	3	-2	-1	-7	-1.2	13	-16	2	1
CC(C)C(c1nnnn1Cc1ccco1)N1CCN(C2CCCC2)CC1 (centres undefined)	-5	-4	3	7	0.8	5	-21	2	0
COc1ccc(-c2cc(C(F)(F)F)c(C#N)c(SCC(=O)O)n2)cc1	-3	2	-14	-1	-2.0	8	-2	1	8
CCCN1CCN(C(=O)CS(=O)(=O)Cc2nc(-c3cccc(OC)c3)oc2C)CC1	2	-1	-3	-6	-0.9	7	-11	3	4
CCCCn1c(N)c(N(CCOC)C(=O)c2cc(-c3ccc(OC)cc3)nc3ccccc23)c(=O)[nH]c1=O	2	2	-14	7	-1.6	8	-13	11	0
N#C/C(=C(/O)CSc1ccccc1C(=O)O)c1nc2ccccc2s1	5	0	2	-8	0.0	11	-10	9	1
COc1ccc(S(=O)(=O)N2CCSC2C)cc1C (centres undefined)	7	-18	8	2	-0.8	-1	5	-3	1
O=C(CSc1ccc(-c2cccs2)nn1)c1cccs1	-2	1	7	14	-1.5	0	3	-3	3
c1cc2c(cc1C1=Nn3c(nnc3C3CCCCC3)SC1)OCO2	-1	-1	-3	10	0.0	12	-7	10	-2
CN(C)S(=O)(=O)N1CCC(n2nccc2NC(=O)CCCc2ccccc2)CC1	-3	-1	-4	5	-3.3	4	-8	1	3
O=C(O)c1cc(-c2ccccc2)nn1CC1CC(c2cccnc2)=NO1 (centres undefined)	-1	4	4	3	0.9	9	-14	9	0
O=C(C1CCN(S(=O)(=O)c2ccccc2F)CC1)N1CCN(Cc2ccc3c(c2)OCO3)CC1	-3	2	-6	2	-1.1	16	-15	-1	8
CCn1c(CC(=O)Nc2ccccc2)nnc1SCC(=O)NC1CCCC1	4	-2	5	3	-0.4	10	-11	-1	0
CCC(=O)NC(Nc1cc(C)ccn1)(C(F)(F)F)C(F)(F)F	-2	1	-1	0	-1.4	3	-1	4	0
O=C1CC(N(C(=O)c2ccco2)c2ccc(F)cc2)C(=O)N1c1ccc(F)cc1 (centres undefined)	3	-1	-1	-10	0.5	9	-1	4	1
CCOc1ncccc1C(=O)N1CCN(c2cc(Cl)ccc2C)CC1	0	-2	-3	0	1.4	-4	8	0	5
CCN(CC)c1ccc(NC(=S)NCC2CCCO2)cc1 (centres undefined)	8	-8	-16	-5	-1.4	-2	8	1	3
Cc1ccccc1CNC1CCCCC1	3	-1	-7	-5	1.4	6	-2	9	1
Cc1[nH]c2ccccc2c1SCC(=O)NNC(=O)Nc1ccc(OC(F)(F)F)cc1	-6	2	3	12	1.0	-5	14	-15	0
S=C(NCc1ccccc1)Nc1cccc2cnccc12	-14	7	14	18	1.5	-4	0	-12	11
COc1ccc(CCNC(=O)COC(=O)c2cnc(C)cn2)cc1OC	1	3	-4	-8	5.6	3	-6	0	1
COC(=O)CNC(=O)COC(=O)c1cc(SC)ccc1Cl	1	-3	-15	6	-2.7	6	-12	14	2
COC(=O)c1ccccc1NC(=O)CSCC(=O)Nc1ccc(F)cc1	-2	-1	7	1	1.8	4	-1	-10	2
CC(CN1CCCC1)OC(=O)c1ccccc1Cl (centres undefined)	2	-4	3	9	1.9	14	-12	-1	0
CC(=O)c1cc(F)c(N2CCN(C(=O)COc3ccc(F)cc3)CC2)cc1C	-18	6	0	1	0.8	0	-13	-11	16
Cc1cc(C(=O)NNc2c(Cl)cccc2Cl)no1	1	9	-8	1	-1.2	0	3	-11	0
COc1ccc(NS(=O)(=O)c2ccc3oc4ccccc4c3c2)cn1	-13	7	6	13	2.8	7	2	-5	8
Cc1cc2nc(-c3ccccc3Br)n(/C=C(\c3ccccc3)n3c(=O)[nH]c4ccccc43)c2cc1C	-3	0	1	4	·	-6	-14	-6	0
Cc1ccccc1C(=O)Nc1c2c(nn1C(C)(C)C)CS(=O)(=O)C2	0	-3	-5	1	-0.1	9	-11	8	1
O=C(c1ccc(CS(=O)(=O)c2ccc(Br)cc2)o1)N1CCN(c2ncccn2)CC1	-10	2	-12	4	0.7	6	-21	-3	10
CCOC(=O)Nc1ccc2nc3n(c(=O)c2c1)CCCCC3	3	1	-5	5	-0.8	6	-5	2	0
COc1ccc(C(=S)N2CCNCC2)cc1	6	-5	1	0	1.5	11	-9	-1	1
O=C(NCC(=O)N(Cc1ccco1)C(C(=O)NC1CCCC1)c1cccnc1)c1cccs1 (centres undefined)	3	-3	3	0	-1.5	1	-1	-1	0
Cc1cc(=O)c2cc(NC(=O)c3ccccc3Cl)ccc2[nH]1	-2	0	-3	13	0.1	4	-6	-3	1
CCC(=O)Nc1cccc(C2=NN(c3ccccc3)C(c3ccc(OC)cc3)C2)c1 (centres undefined)	-11	-1	-1	22	-2.1	-1	5	-2	16
CCC1CCCCN1CCCNC(=O)CN1C(=O)COc2ccc(S(=O)(=O)N3CCC(C)CC3)cc21 (centres undefined)	0	-9	5	-2	1.3	-1	3	-9	1
Cc1cc(C)cc(C(O)c2ncc(-c3cccc(F)c3)[nH]2)c1 (centres undefined)	-5	3	0	0	·	-3	4	11	2
Nc1nnc(SCc2nc3scc(-c4ccccc4)c3c(=O)[nH]2)s1	-26	5	-6	13	1.2	-5	5	-10	10
O=C(/C=C/c1ccc(Cl)cc1)NCCCN1CCOCC1	0	-2	2	4	-0.5	1	4	-3	1
O=C(Nc1cc2c3c(c1)CC(=O)N3CCC2)C1CCCCC1	1	3	-11	-2	-0.4	7	-7	-2	1

One compound at a time, as listed above.
CCC1CCCCN1CCCNC(=O)CN1C(=O)COc2ccc(S(=O)(=O)N3CCC(C)CC3)cc21 (centres undefined) is listed with M5 PAM = 0; CHRM5 agonist = -9; M4 antag = 5; M5 antag = -2; CRFBP-R2 agonist = 1.3; CHRM1 PAM = -1; M1 antag = 3; M4 PAM = -9; CHRM4 agonist = 1
O=C(Nc1cc2c3c(c1)CC(=O)N3CCC2)C1CCCCC1 is listed with M5 PAM = 1; CHRM5 agonist = 3; M4 antag = -11; M5 antag = -2; CRFBP-R2 agonist = -0.4; CHRM1 PAM = 7; M1 antag = -7; M4 PAM = -2; CHRM4 agonist = 1
